EPAC1 antag: qHTS for Antagonist of cAMP-regulated guanine nucleotide exchange factor 3 (EPAC1): primary screen. Rap guanine nucleotide exchange factor 3 (Homo sapiens), O95398. EPAC1 GEF assay, Rap1b-BODIPY-GDP exchange fluorescence. Potency, µM (top dose mostly 115 µM), without a hit: at the highest dose activity change, negative = inhibition, hits mostly inhibitors. actives 0.14% (n = 360,000);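 note: potency is the fitted concentration of half-maximal effect; plate controls were vehicle for no effect and positive control for full effect; nearly all actives have a fitted effect of over 50% in size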
EPAC1 agonist: qHTS for Agonist of cAMP-regulated guanine nucleotide exchange factor 3 (EPAC1): primary screen | Rap guanine nucleotide exchange factor 3 (Homo sapiens), O95398 | EPAC1 agonist qHTS, biochemical assay; response scale: 100% = response to 6.5 mM cAMP | Potency, µM (doses to about 154 µM), for the others: at the highest dose activation, most hits filed as activators | actives 0.073% (n = 360,000); note: potency is the fitted concentration of half-maximal effect; nearly all actives have a fitted effect of over 60% in size
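Read-out is the fluorescence drop as BODIPY-GDP leaves Rap1B (480 nm excitation, 540 nm emission), recorded every 5 minutes over 30 minutes. Reactions held 100 nM EPAC1, 250 nM Rap1B–BODIPY-GDP and 50 uM GDP, with 6.5 mM cAMP setting full activation.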
WRN helicase inh: qHTS for Inhibitors of WRN Helicase; AID 651768, 2012; WRN helicase unwinding, fluorescent forked duplex, kinetic; Potency, µM (titrated, usually from 114 µM), inactives show at the highest dose activity change, negative = inhibition, actives largely listed as inhibitors; actives 0.46% (n = 360,000); Bifunctional 3'-5' exonuclease/ATP-dependent helicase WRN (Homo sapiens), Q14191; note: potency is the fitted concentration of half-maximal effect; % is set by controls: 0 for no effect and ±100 for the full control effect; nearly all actives have a fitted effect of over 55% in size
Target sequence (Q14191 whole entry, looked up): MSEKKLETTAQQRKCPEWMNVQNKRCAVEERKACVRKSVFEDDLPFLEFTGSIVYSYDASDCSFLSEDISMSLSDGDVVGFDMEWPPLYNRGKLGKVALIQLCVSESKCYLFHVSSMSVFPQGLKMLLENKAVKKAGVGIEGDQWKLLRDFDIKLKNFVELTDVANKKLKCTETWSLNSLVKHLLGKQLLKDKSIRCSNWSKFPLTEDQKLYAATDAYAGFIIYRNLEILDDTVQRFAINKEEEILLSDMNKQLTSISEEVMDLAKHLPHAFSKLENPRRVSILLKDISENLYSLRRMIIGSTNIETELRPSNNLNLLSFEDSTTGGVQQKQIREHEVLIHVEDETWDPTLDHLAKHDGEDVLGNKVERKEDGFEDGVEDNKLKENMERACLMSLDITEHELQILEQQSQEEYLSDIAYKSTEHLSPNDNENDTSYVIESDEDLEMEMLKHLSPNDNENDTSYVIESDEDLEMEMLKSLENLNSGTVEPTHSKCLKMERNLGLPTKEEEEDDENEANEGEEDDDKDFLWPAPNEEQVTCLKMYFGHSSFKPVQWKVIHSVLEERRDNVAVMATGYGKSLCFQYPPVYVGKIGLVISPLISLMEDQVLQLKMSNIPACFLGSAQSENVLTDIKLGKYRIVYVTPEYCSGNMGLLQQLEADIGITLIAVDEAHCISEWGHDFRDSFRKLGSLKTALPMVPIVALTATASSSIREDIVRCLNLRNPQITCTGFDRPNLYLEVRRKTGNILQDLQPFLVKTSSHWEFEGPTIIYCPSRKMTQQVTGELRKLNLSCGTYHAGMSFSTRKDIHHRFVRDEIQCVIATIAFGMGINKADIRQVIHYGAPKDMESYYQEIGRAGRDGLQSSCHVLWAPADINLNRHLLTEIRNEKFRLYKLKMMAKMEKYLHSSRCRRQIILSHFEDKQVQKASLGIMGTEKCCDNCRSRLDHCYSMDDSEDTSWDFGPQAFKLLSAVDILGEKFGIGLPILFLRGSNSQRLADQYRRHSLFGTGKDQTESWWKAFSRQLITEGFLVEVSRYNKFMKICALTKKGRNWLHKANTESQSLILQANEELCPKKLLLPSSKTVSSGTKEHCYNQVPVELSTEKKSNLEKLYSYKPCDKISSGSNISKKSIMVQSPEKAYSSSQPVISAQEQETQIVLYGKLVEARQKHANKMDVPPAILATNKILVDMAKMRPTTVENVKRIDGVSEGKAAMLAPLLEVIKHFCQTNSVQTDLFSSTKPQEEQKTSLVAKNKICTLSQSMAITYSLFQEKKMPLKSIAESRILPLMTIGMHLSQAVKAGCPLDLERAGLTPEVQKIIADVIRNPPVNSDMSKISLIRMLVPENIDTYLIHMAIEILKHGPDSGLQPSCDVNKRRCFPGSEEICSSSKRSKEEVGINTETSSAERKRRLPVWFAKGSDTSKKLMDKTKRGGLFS
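Screening of the MLSMR collection measured strand separation of a quenched forked DNA duplex (100 nM) by 20 nM WRN with 2 mM ATP, all final. Compounds were preincubated with enzyme 15 min at room temperature.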
PI5P4Ka inh: qHTS for Inhibitors of phosphatidylinositol 5-phosphate 4-kinase (PI5P4K); PI5P4Kalpha enzyme, ADP-Glo luminescence, 60 min; stronger effect = lower value; max response, %; actives 1.2% (n = 330,000); AID 652105, 2013; active = max response of -50% or lower; inconclusive = between -30% and -50%; inactive = -30% or higher; note: value at the top dose of about 77 µM; % is set by controls: 0 for no effect and ±100 for the full control effect
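ADP-Glo luminescence end-point after a 60 min room-temperature kinase reaction. PI5P4Kalpha and substrate in HEPES pH 7.4 buffer with EGTA, 0.1% CHAPS and 5% DMSO; ATP at 5 microM final.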
FUS suppressor: qHTS for Suppressors of FUS Proteinopathy: Primary screen using FUS-linked yeast assay; S. cerevisiae FUS-expressing, growth rescue, OD600, 24 h; Potency, µM (doses to about 76.6 µM), inactives show at the top dose growth rescue (activation), usual class: activators; actives 0.24% (n = 390,000);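 note: potency is the fitted concentration of half-maximal effect; plate controls were DMSO vehicle for no effect and reference control for full effect; nearly all actives have a fitted effect of over 55% in size; some results filed as inactive show a strong effect at the top dose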
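Read-out: OD at 600 nm after 24hr at 30C, reporting rescue of FUS-induced yeast toxicity. Cells at OD 0.005 in galactose (2%) minimal medium; compounds tested in a dilution series; CP55940 titration from 92uM final as control.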
Abeta rescue: qHTS for compounds that reverse cellular toxicity of Amyloid beta (A-beta) peptide in yeast: Primary Screen; yeast expressing A-beta42, growth rescue, OD600, 48 h; response scale: 0% DMSO, 100% iron-clioquinol control; Potency, µM (top dose mostly 46.1 µM), for the others: top-dose growth rescue, actives largely listed as activators; actives 0.063% (n = 410,000); note: potency is the fitted concentration of half-maximal effect; nearly all actives have a fitted effect of over 55% in size
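Yeast A-beta toxicity model in growth medium with pinned compounds, 48 h at 30 C; growth read as absorbance at 600 nm. Normalized to FeCl3/clioquinol equimolar mix (positive) and DMSO (negative).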
PLK1 PBD block: qHTS for Inhibitors of PLK1-PDB (polo-like kinase 1 - polo-box domain): Primary Screen. AID 720504, 2013. Plk1 PBD binding of FITC phosphopeptide, fluorescence polarization. Potency, µM, without a hit: max response, negative = inhibition, hits mostly inhibitors. Serine/threonine-protein kinase PLK1 (Homo sapiens), P53350. actives 2.8% (n = 360,000); note: potency is the fitted concentration of half-maximal effect; series mostly up to about 57 µM; % is set by controls: 0 for no effect and ±100 for the full control effect; nearly all actives have a fitted effect of over 65% in size
IL2 activator: qHTS of IL-2 Activators; activation, % (series mostly up to about 46 µM); IL-2 activation reporter assay, cell-based qHTS; stimulated with anti-CD3/CD4/CD28 beads; in transgenic mouse T cells; actives 0.065% (n = 360,000); in the data active = activation above about 50%; inconclusive = mostly about 30% to 49%; note: 0% is about no effect
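EGFP and DsRed fluorescence is measured by plate cytometry in unstimulated transgenic mouse T cells exposed to compound for 60 minutes, then stimulated 18 hours at 37 degrees C with anti-CD3/anti-CD4 beads plus anti-CD28.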
Active calls of the source: *; u = inconclusive; x = not tested or not shown; & = joins results of further samples; [ ] = another dose, or the depositor's remark. Unless noted, calls come from the whole dose curve; as a rule, active = well fitted curve in the direction sought with a large enough effect; inconclusive = small, poorly fitted or top-dose-only effect, or another doubt; inactive = no such curve, though single readings can be large; an effect the other way counts as inactive or inconclusive.

Every second line gives: EPAC1 antag | EPAC1 agonist | WRN helicase inh | PI5P4Ka inh | FUS suppressor | Abeta rescue | PLK1 PBD block | IL2 activator
O=C(NCCc1ccccc1)c1cc2sccc2n1Cc1ccccc1
→ 5% | 5% | 4% | -3 | 3% | 18% | u | -1.5
C=Cc1ccc(N=Cc2c(O)ccc3ccccc23)cc1
→ -3% | 23% | -6% | 6 | -6% | -7% | -11% | -2.1
O=C(NNC(=O)c1ccccc1-n1cccc1)c1cccnc1
→ 10% | 1% | 3% | -3 | -29% | -1% | 1% | -1.1
Cc1noc(C)c1CN1C(=O)c2ccc([N+](=O)[O-])cc2C1=O
→ -1% | 3% | 1% | 0 | 5% | 30% | -9% | 0.4
CN(C)Cc1ccccc1C1(O)c2ccccc2CSc2ccccc21 (stereo not given)
→ 3% | 5% | -14% | 9 | u | -9% | -6% | -0.6
Cc1ccc(CNC(=O)CS(=O)(=O)Cc2nc(-c3ccc(C)cc3)oc2C)cc1
→ 7% | 1% | -2%[57.1 µM] | 6 | -1% | 2% | -8% | -1.5
Cn1c(=O)[nH]c(=O)c2c1nc(Br)n2C/C=N/Nc1ccccc1
→ 8% | 7% | 3%[57.1 µM] | 2 | 17% | 7% | -2% | -0.3
CC1(C)Cc2c(c(-c3ccccc3)nc3[nH][nH]c(=O)c23)CO1
→ -3% | 8% | -18% | -8 | 6% | 12% | -4% | 0.0
Cc1ccc(NC(=O)Nc2cccc(C)n2)cc1
→ 10% | -3% | -1% | 12 | -23%&-16% | -11%&1% | 1% | 0.4
O=C(NCCc1ccccc1)C1CCCN1C(=O)Nc1ccc(F)cc1 (stereo not given)
→ 9% | -4% | 11% | -12 | -11% | 5% | 19µM* | 2.7
O=C(CN1C(=O)NC(Cc2c[nH]c3ccccc23)C1=O)Nc1cccc(S(=O)(=O)N2CCCCCC2)c1 (stereo not given)
→ u | 9% | -21% | -1 | 16% | 17% | -2% | -0.6
O=C(CCNS(=O)(=O)c1cccs1)Nc1ccccc1F
→ 0% | 15% | 3% | -1 | 17% | 6% | 0% | -1.3
COc1ccc([N+](=O)[O-])c(S(=O)(=O)c2ccccc2)n1
→ -27% | -3% | 32µM* | -16 | 20% | -73%[inhibitor] | 9.5µM* | -6.2
Cc1cccc(-c2nc(CSCC(=O)NCc3cccs3)c(C)o2)c1
→ -13% | 13% | -4% | x | u | -1% | -17% | -0.7
Cc1ccc(C(=O)OCC(=O)N2CCC(c3ccccc3)=N2)c(C)c1
→ -15% | -6% | -16% | 7 | -5% | -1% | 2% | 0.0
CCCCC1=CC2=C(c3ccco3)C(=O)C(C)(OC(=O)c3ccc(OC)cc3)C(=O)C2=CN1c1ccc(OC)cc1 (stereo not given)
→ -7% | 12% | 4% | -27 | u | -12% | -8% | 0.0
O=C(CNCCO)N1N=C(c2cccs2)CC1c1cccs1 (stereo not given)
→ -3% | 3% | -1% | 1 | 13% | -3% | -8% | 1.5
COc1ccccc1CCn1cnc(C)c1CC(C)C
→ -15% | -15% | 1% | 0 | -6% | -17% | -19% | -1.2
Cc1ccc([C@@H]2[C@@H]3C(=O)N(C)C(=O)[C@@H]3[C@@H]3C(=O)Nc4ccccc4C(=O)N23)cc1
→ -2% | 3% | -5% | 6 | -9% | 2% | -9% | -0.6
NC(=O)c1ccc(C(F)(F)F)n(Cc2ccc(F)c(F)c2)c1=O
→ -8% | -23% | -1% | 2 | -2% | 32% | u | -0.2
O=C(CN1C(=O)CCS(=O)(=O)c2ccccc21)Nc1ccc(Cl)cc1
→ -23% | 7% | -3% | 3 | 6% | -1% | -13% | -1.8
CCN(CC)C(=O)COc1ccc(S(=O)(=O)N2CCOCC2)cc1
→ 1% | 12% | 1% | x | 13% | 12% | -12% | 1.9
CC(C)(C)OC(=O)CNC(=O)c1[nH]cnc1C(=O)Nc1ccc(Cl)cc1
→ -11% | -16% | -14% | 4 | 16% | u | 4% | -0.5
Cc1ccc(Oc2ccc(NC(=O)C3=CC=CN4CCS(=O)(=O)N=C34)cc2)cc1
→ -7% | -6% | -3% | 7 | -7% | -3% | 1% | 2.4
COC(=O)c1cc(NS(=O)(=O)c2ccc(OC)c(OC)c2)ccc1Cl
→ -4% | 4% | -13% | x | 26% | -4% | 1% | 1.8
N#Cc1c(N(CCO)CCO)nc(N)c2c(N)nc3c(c12)CC(=O)N3CC1CCCO1 (stereo not given)
→ -17% | -8% | -4% | -12 | u | x | -10% | 0.8
CCOC(=O)CSc1cn2c(n1)CCC2
→ 14% | 4% | 3% | x | 6% | -5% | -15% | 0.1
O=C(COc1ccc(Cl)cc1)Nc1cc(NC(=O)COc2ccc(Cl)cc2)cc(C(=O)O)c1
→ -6% | 8% | -13% | 2 | 0% | -11% | 0% | 0.2
OC(c1ccc(F)c(F)c1)c1nc(-c2cccs2)cs1 (stereo not given)
→ -6% | -6% | -5% | 5 | -19% | 19% | 4% | 1.7
COc1ccc(S(=O)(=O)Nc2cc(C)c(O)cc2C(C)C)cc1
→ -1% | -3% | -3% | -1 | -15% | 23% | -30% | -2.2
Cc1cc(C)n(CC(=O)N2c3ccccc3Sc3ccccc32)n1
→ -12% | -14% | 0% | 2 | 2% | u | -17% | 0.2
Nc1cc(C(F)(F)F)ccc1NCCc1ccccn1
→ -13% | -3% | -2% | 3 | 14% | 24% | -7% | -0.2
O=C(Cn1sc2ccccc2c1=O)N1CCN(C(=O)c2ccco2)CC1
→ 7% | 8% | 3% | 1 | 4% | 13% | -23% | -1.7
O=[N+]([O-])c1ccccc1/C=N/N1CCN(c2ccc(Cl)cc2)CC1
→ 6% | 1% | -20% | -5 | x | -1% | -4% | -4.5
COc1cc(CNCCO)cc(Cl)c1OCc1ccccc1Cl
→ -10% | -4% | -8% | 12 | -1% | -13% | -1% | 1.1
O=C(NCc1ccccc1)c1ccc(CS(=O)(=O)Cc2ccc(F)cc2)o1
→ -7% | 1% | -8% | 2 | -11% | 2% | 2% | 0.6
CC12CCC(C(=O)Nc3cc(F)ccc3F)(CC1=O)C2(C)C (stereo not given)
→ -14% | 6% | -2% | -5 | 5% | 5% | -7% | -3.5
CCc1ccc2nc(N(CCN(C)C)C(=O)/C=C/c3cccs3)sc2c1
→ -9% | 3% | -1% | 1 | 25% | x | 2% | 0.6
O=C(Nc1cc2ccccc2oc1=O)C1CCCCC1
→ 9% | 10% | -13% | x | 12% | 5% | 1% | 1.0
CCc1nnc(NC(=O)c2oc3ccc(Br)cc3c2C)s1
→ 1% | 3% | 12% | 0 | -11% | -6% | -15% | 0.7
CS(=O)(=O)N(CCc1ccccc1)CC(=O)NCc1ccco1
→ 18% | 11% | 1% | -3 | -4% | -5% | -9% | 2.5
Cc1ccc(C(=O)OCC(=O)NNC(=O)c2ccc([N+](=O)[O-])cc2)o1
→ -4% | -8% | -12% | -14 | 6% | -11% | -1% | -0.5
O=c1c2nnn(-c3ccc(Br)cc3)c2ncn1Cc1ccccn1
→ 14% | 5% | 4% | -6 | -10% | -10% | 1% | 1.8
COc1ccc(-n2cc(-c3ccccc3)[nH]c2=S)cc1
→ -10% | -5% | -12% | 2 | x | 24% | -11% | -4.5
CN(Cc1ccc(F)cc1)C(=O)c1cc(S(=O)(=O)N2CCCCC2)ccc1N1CCOCC1
→ 19% | 2% | 1% | -3 | 25% | -2% | -7% | -4.9
O=C(CC(=O)OCc1ccccc1)OCc1ccccc1
→ -26% | -1% | -3% | -6 | -29% | 29% | 0% | 2.1
CCOc1ccc(Br)cc1S(=O)(=O)Nc1ccc(Cl)c(S(=O)(=O)N(CC)c2ccccc2)c1
→ 3% | 2% | -11%[57.1 µM] | -5 | u | 15% | 3% | -0.6
CC(=O)c1c(COC(=O)c2cccc(C)c2)nc2ccccc2[n+]1[O-]
→ -13% | 3% | -8% | 2 | 18% | 15% | -4% | 0.6
O=C(NC(=S)Nc1ccc(Br)cc1)C1CCCCC1
→ 1% | -3% | -5% | 8 | 14% | u | 6% | -0.5
COc1ccc(Cc2c(-c3ccc(F)cc3)nc3ccc(Cl)cn23)c(C)c1
→ -4% | -4% | -8% | -2 | u | -12% | -6% | 1.4

7 compounds out of the list above, ordered by the value under EPAC1 agonist, ascending:
canonical_smiles,EPAC1 agonist
COc1ccccc1CCn1cnc(C)c1CC(C)C,-15%
COc1ccc(Cc2c(-c3ccc(F)cc3)nc3ccc(Cl)cn23)c(C)c1,-4%
COc1ccc(S(=O)(=O)Nc2cc(C)c(O)cc2C(C)C)cc1,-3%
O=C(CC(=O)OCc1ccccc1)OCc1ccccc1,-1%
O=C(NNC(=O)c1ccccc1-n1cccc1)c1cccnc1,1%
Cc1noc(C)c1CN1C(=O)c2ccc([N+](=O)[O-])cc2C1=O,3%
O=C(Cn1sc2ccccc2c1=O)N1CCN(C(=O)c2ccco2)CC1,8%

Four records picked at random from the list so far:
Every second line gives: EPAC1 antag | EPAC1 agonist | WRN helicase inh | PI5P4Ka inh | FUS suppressor | Abeta rescue | PLK1 PBD block | IL2 activator
O=C(NC(=S)Nc1ccc(Br)cc1)C1CCCCC1
→ 1% | -3% | -5% | 8 | 14% | u | 6% | -0.5
CN(Cc1ccc(F)cc1)C(=O)c1cc(S(=O)(=O)N2CCCCC2)ccc1N1CCOCC1
→ 19% | 2% | 1% | -3 | 25% | -2% | -7% | -4.9
COc1ccc(-n2cc(-c3ccccc3)[nH]c2=S)cc1
→ -10% | -5% | -12% | 2 | x | 24% | -11% | -4.5
CCOc1ccc(Br)cc1S(=O)(=O)Nc1ccc(Cl)c(S(=O)(=O)N(CC)c2ccccc2)c1
→ 3% | 2% | -11%[57.1 µM] | -5 | u | 15% | 3% | -0.6

Bioassay records: PubChem BioAssay, National Center for Advancing Translational Sciences (NCATS)
